B2AR arrestin – qHTS assay of beta-arrestin-biased ligands of beta2-adrenergic receptor; Beta-2 adrenergic receptor (Homo sapiens), P07550; beta-arrestin recruitment to beta2AR, cell-based reporter; Potency, µM (top dose mostly 46.1 µM), for the others: at the top dose activation, usual class: activators; hit rate 0.02% among 330,000; AID 492947, 2010;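 also: potency is read from the fitted curve at half-maximal effect; 0% = DMSO controls and full agonism = EC100 isoproterenol or metaproterenol; nearly all actives have a fitted effect of over 65% in size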
TRPV1 agonist – HTS Assay for Compounds that Act as Agonists of the Vanilloid Receptor 1 | hit rate 0.19% among 320,000 | activation, % at 8.33 µM | TRPV1-expressing cells, Fluo-8 calcium influx, agonist mode | Transient receptor potential cation channel subfamily V member 1 (Homo sapiens), Q8NER1; in the data active = activation above about 80%; inconclusive = between about 30% and that limit; also: 0% is about no effect
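TRPV1-expressing cells were cultured overnight at 35.5C and loaded with Fluo-8 calcium dye for 40 to 90 min at room temperature. After a 10 s baseline, compound was added and calcium influx was read kinetically for 3 min (ex 480/em 520 nm).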
Menin-MLL TR inh – qHTS Assay for Inhibitors Targeting the Menin-MLL Interaction in MLL Related Leukemias: Competition With Texas Red Labeled MLL-derived Mutant Peptide; Potency, µM (highest dose often 61.6 µM), without a hit: at the top dose FP activity change, negative = inhibition, usual class: inhibitors; Menin + Texas Red MLL mutant peptide, fluorescence polarization; hit rate 0.23% among 270,000; AID 1768, 2009; active = well fitted inhibition curve with a large enough effect in the polarisation, with a control signal flat, not every such curve was filed as active; inconclusive = small, poorly fitted or top-dose-only effect, or effect the other way, or a change in a side signal; inactive = no such curve, though single readings can be large or run the other way; the % refers to the polarisation; also: potency is read from the fitted curve at half-maximal effect; % of control where 0% means no effect; many of its hits are not listed in these tables
KCNH2 WT inh – qHTS for Inhibitors of KCHN2 3.1: Wildtype qHTS; Voltage-gated inwardly rectifying potassium channel KCNH2 (Homo sapiens), Q12809; U2OS, BacMam KCNH2, thallium flux FluxOr; hits give low values; activity change, % at 1.84 µM; hit rate 0.37% among 340,000;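 active = maximum activity change below -70%; inconclusive = maximum activity change between -70% and -50%; inactive = maximum activity change above -50%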; also: % is scaled to controls: 0 for no effect and ±100 for the full control effect
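U2OS cells were transduced with wild-type KCNH2 virus (2.03 x 10^8 / mL) for 4 h at room temperature, then cultured overnight at 37 C. Thallium flux was read with FluxOr dye. Rate constants were normalized to DMSO controls.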
USP2a inh – qHTS Assay for Inhibitors of Ubiquitin-specific Protease USP2a Using CHOP2 as the Reporter; Ubiquitin carboxyl-terminal hydrolase 2 (Homo sapiens), O75604; USP2 core, Ub-CHOP2 coupled fluorogenic reporter, 485/531; Potency, µM (series often up to 38.3 µM), without a hit: at the top dose activity change, negative = inhibition, hits mostly inhibitors; hit rate 0.01% among 330,000; AID 463254, 2010;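 also: potency is read from the fitted curve at half-maximal effect; plate controls were DMSO wells for no effect and full inhibition by NEM control for full effect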
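Cell-free coupled assay: 10nM USP2 core preincubated 30min RT with compound in Tris-HCl pH 8.0/CaCl2/CHAPS buffer, then 25nM Ub-CHOP2 and 25nM reporter substrate; fluorescence (Ex 485/Em 531) read after 60min RT, normalized to NEM inhibition, concentration-response curves fitted.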
GALK inhibitor – qHTS Assay for Inhibitors of Human Galactokinase (GALK) | P51570 | Purified GALK, Kinase-Glo residual ATP luminescence | Potency, µM (highest dose often 57.5 µM), for the others: at the highest dose activity change, negative = inhibition, hits mostly inhibitors | hit rate 0.007% among 270,000 | AID 1868, 2009; also: potency is read from the fitted curve at half-maximal effect; % is scaled to controls: 0 for no effect and ±100 for the full control effect
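ATP-depletion format; final 35 uM ATP, 100 uM D-galactose, 5 nM enzyme; pH 8.0 HEPES/Mg2+ buffer; 60 min RT; luminescence read 10 min after detection reagent.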
Giardia kill – Small Molecules that selectively kill Giardia lamblia: qHTS | activity change, % at 7.66 µM, hits read low | Giardia lamblia trophozoite viability | hit rate 0.15% among 340,000; in the data active = activity change below about -80%; inconclusive = between about -30% and that limit;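 also: parasites exposed to compound for two days anaerobically before the ATP read; % is scaled to controls: 0 for no effect and ±100 for the full control effect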
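Giardia lamblia trophozoites (100 cells/well) were incubated with compounds for 48 h at 37 deg C under anaerobic conditions. Viability was read as ATP content by one-step luminescence after 15-30 min at room temperature.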
Coupling enz – qHTS Assay for Inhibitors of Fructose-1,6-bisphosphate Aldolase from Giardia Lamblia: Coupling assay counterscreen; activity change, negative = inhibition, % at 58.2 µM, hits read low; hit rate 0.67% among 290,000; coupling enzyme system counterscreen, AmpLite Red fluorescence; in the data active = activity change below about -30%; also: % is scaled to controls: 0 for no effect and ±100 for the full control effect
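Counterscreen of the coupled detection system alone, without aldolase: glyceraldehyde-3-phosphate coupling enzymes plus AmpLite Red readout. Compounds at 57.5 uM final, 10 min RT preincubation, 20 min RT reaction, fluorescence 525/598 nm.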
KCNH2 3.1 inh – qHTS for Inhibitors of KCHN2 3.1: Mutant qHTS | Potassium voltage-gated channel subfamily H member 2, brain isoform KCNH2 3.1 (human) | U2OS KCNH2 3.1, thallium flux FluxOr; hits give low values | hit rate 0.95% among 340,000 | activity change, % (tested at about 1.8 µM);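 active = maximum activity change below -70%; inconclusive = maximum activity change from -70% to -50%; inactive = maximum activity change above -50%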;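 also: thallium influx rate constant from kinetic fluorescence after stimulation buffer; % is scaled to controls: 0 for no effect and ±100 for the full control effect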
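Steps: virus added to U2OS suspension (4 h, RT, dark); medium with 10% FBS added, cells plated, 37 C overnight; FluxOr/Red40 loading buffer 45 min RT; stimulation buffer, 2 min kinetic read; rate constant normalized.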
PKM2 act – qHTS Assay for Activators of Human Muscle isoform 2 Pyruvate Kinase; purified PKM2, Kinase-Glo ATP luminescence, activation; response scale: 0% is enzyme alone, no compound; Pyruvate kinase PKM (Homo sapiens), P14618; hit rate 0.34% among 260,000; Potency, µM (highest dose often 57.5 µM), for inactives: at the top dose activation, usual class: activators; also: potency is read from the fitted curve at half-maximal effect; % is scaled to controls: 0 for no effect and ±100 for the full control effect; nearly all actives have a fitted effect of over 55% in size
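ATP formation by purified human PK-M2, quantified via coupled luciferase luminescence after 1 h at room temperature with 0.1 mM ADP and 0.5 mM PEP final.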
CXXC DNA block – qHTS Fluorescence Polarization Assay for Inhibitors of MLL CXXC domain - DNA interaction; MLL-CXXC / FITC-HOXA9 DNA fluorescence polarization; hit rate 0.037% among 290,000; Histone-lysine N-methyltransferase 2A (Homo sapiens), Q03164; Potency, µM (series often up to 115 µM), without a hit: at the highest dose activity change, negative = inhibition, actives largely listed as inhibitors; AID 2662, 2010; active = well fitted inhibition curve with a large enough effect in the polarisation, with a control signal flat, not every such curve was filed as active; inconclusive = small, poorly fitted or top-dose-only effect, or effect the other way, or a change in a side signal; inactive = no such curve, though single readings can be large or run the other way; the % refers to the polarisation; also: potency is read from the fitted curve at half-maximal effect
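Fluorescence polarization: 7 uM MLL-CXXC (stock) preincubated 5 min with compounds, then 50 nM fluorescein-HOX-A9 DNA (stock) added; 30 min ambient. Buffer 50 mM Tris-HCl pH 7.5, 50 mM NaCl, 1 mM DTT, 0.05% BSA.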
* marks the source's active call; other numbers are inactive results; ? = inconclusive; . = not tested or not shown; & = joins results of further samples; [ ] = remark or other dose. Unless noted, calls follow the shape of the dose curve; as a rule, active = well fitted curve in the direction sought with a large enough effect; inconclusive = small, poorly fitted or top-dose-only effect, or another doubt; inactive = no such curve, though single readings can be large; an effect the other way counts as inactive or inconclusive. Only part of the results is shown. The share of hits here may be higher or lower than overall.

SMILES	B2AR arrestin	TRPV1 agonist	Menin-MLL TR inh	KCNH2 WT inh	USP2a inh	GALK inhibitor	Giardia kill	Coupling enz	KCNH2 3.1 inh	PKM2 act	CXXC DNA block
Cc1cccn2c(=O)c3cc(S(=O)(=O)c4ccccc4)c(=N)n(Cc4ccc(F)cc4)c3nc12	-0.1%	10	17%	-12	9%	-2%	5	1	-26	5%[0.46 µM]	6%
O=c1c2sccc2nc(SCc2cc(=O)n3cc(Cl)ccc3n2)n1-c1ccc(F)cc1	-0.6%	-4	7%	-21	-3%	0%	2	-1	-4	13%	2%
O=C(Nc1ccccn1)c1ccc(S(=O)(=O)N2CCCC2)cc1	0.0%	18	.	-3	0%	.	-16	.	-19	.	.
CCc1ccc(OCc2n[nH]c(=S)n2Cc2ccccc2)cc1	0.2%	-8	-13%	2	4%	3%	7	4	.	-9%	-3%
CSCCC(NC(N)=O)C(=O)Nc1cccc(C#N)c1 (stereo not given)	-0.3%	-3	1%	9	3%	7%	9	2	-6	0%	13%
CCc1nnc(NC(=O)CCC(=O)N2CCN(Cc3ccc(C)cc3C)CC2)s1	-0.4%	3	.	13	3%	-3%	-17	.	0	.	0%
CCOc1ccccc1C1NC(=O)c2ccccc2O1 (stereo not given)	-0.4%	10	3%	-4	0%	-4%	44[activator]	-3	-14	1%	-15%
O=C(c1ccc(CS(=O)Cc2ccc(Cl)cc2)o1)N1CCN(c2ccccc2F)CC1 (stereo not given)	0.4%	1	?	-4	3%	-2%	1	3	11	.	-4%
CC(C)c1nnc(NC(=O)CCC(=O)NC2CCCCCC2)s1	-1.1%	3	.	3	3%	0%	44[activator]	.	-10	.	22%
Cc1c(NC(=O)C(C)Oc2cccc(Cl)c2)c(=O)n(-c2ccccc2)n1C (stereo not given)	-0.4%	-5	.	13	1%	.	-12	.	-15	.	.
Cc1cccc(C)c1NC(=O)[C@@]1(CC(=O)O)CC(/C=C/c2ccccc2)=NO1	-0.3%	4	15%	-2	-1%	1%	-11	9	11	.	35%[activator]
O=C(NCCNC(=O)c1ccccc1)c1ccccc1	-0.5%	3	.	5	0%	-1%	12	5	10	-2%	-16%
COc1ccc(/C=C2/C(=O)N=C(N)N2C)cc1OC	-0.3%	2	-2%	2	6%	0%	-13	-1	28	8%	-1%
CCCn1nc2cc(C(=O)NCc3ccccc3)ccc2c1OCC	-0.2%	2	-11%	-2	1%	.	-4	1	3	-11%	-3%
COc1ccc(-c2[nH]ncc2CN2CCCOc3c(cccc3OC)C2)c(OC)c1	-0.5%	-3	-15%	21	1%	0%	-4	0	-22	5%	-8%
Cc1nc2sc(C(c3ccc(F)cc3)N3CCN(C(=O)c4ccco4)CC3)c(O)n2n1 (stereo not given)	0.2%	-1	0%	2	-4%	0%	-6	6	-13	-5%	-1%
COc1cc(OC)cc(C(=O)NC(=S)Nc2cc3oc4ccccc4c3cc2OC)c1	-0.4%	-6	?	1	0%	.	0	0	15	-4%	7%
O=c1[nH]c(=O)n(Cc2ccccc2)c2nc(-c3ccco3)cc(C(F)(F)F)c12	0.0%	1	2%	-9	-1%	3%	62[activator]	3	-3	2%	9%
Cc1cc(=O)n(C)c(=O)n1CCCCOc1cccc([N+](=O)[O-])c1	-3.1%	-1	-1%	2	5%	-1%	-24	1	2	-1%	16%
Cc1ccccc1OC(=O)c1cccc(S(=O)(=O)N2CCN(C)CC2)c1	-0.1%	23	.	19	1%	.	10	.	-12	.	.
CCCCn1cnc2c([nH]c3ccccc32)c1=O	7.8%	2	-11%	11	1%	2%	-5	-1	-6	1%	-3%
Cc1ccc(C2=NN(C(=O)CSc3nc4ncc(Cl)cc4[nH]3)C(c3ccco3)C2)cc1 (stereo not given)	0.2%	0	5%	4	-1%	7%	-6	3	-13	4%	7%
CCOC(=O)c1c(C)oc(/N=C/c2ccccc2O)c1C#N	-0.1%	1	0%	1	1%	0%	2	-2	1	-2%	1%
CCOC(=O)[C@@H]1[C@H]2COc3ccccc3[C@@H]2N2C(=O)N(c3ccc(F)cc3)C(=O)[C@@]12C	-0.1%	3	-15%	2	0%	.	5	1	10	-1%	0%
COc1ccccc1C(=O)N/C(=C/c1ccco1)C(=O)Nc1ccc(C(=O)O)cc1	-0.4%	-1	0%	1	7%	3%	-9	1	2	?	9%
COC(=O)C(NS(=O)(=O)c1ccccc1Br)C(C)C (stereo not given)	0.2%	2	3%	5	-3%	4%	2&24	2&2	-10	-3%	1%
O=S(=O)(NCCc1ccncc1)c1ccc(Br)cc1	-0.4%	-2	1%	-3	1%	0%	8	-1	-9	1%	-2%
Cn1c(-c2ccc3c(c2)OCO3)c(C(=O)O)c(=O)c2ccccc21	-1.7%	-2	10%	-4	2%	2%	-1	5	19	7%	24%
COc1cccc(NC(=O)CCc2c(C)nc3nc(CNC(=O)c4cccc(F)c4)nn3c2C)c1	0.0%	-1	.	-6	3%	6%	3	.	-26	.	11%
CCC(C)[C@H](NC(=O)[C@H](Cc1ccccc1)n1c(=O)[nH]c2ccccc2c1=O)C(=O)N1CCC(C(=O)O)CC1 (stereo not given in full)	-0.7%	-1	-2%	-4	-1%	.	-10	1	15	-2%	8%
COC(=O)CCC(=O)Nc1c(C)n(C)n(-c2ccccc2)c1=O	0.0%	-1	-6%	0	-6%	0%	-10	1	3	-1%	-21%
Cc1nc(-c2cccc(S(=O)(=O)N3CC(C)CC(C)C3)c2)cs1 (stereo not given)	0.1%	23	-4%	1	-6%	-1%	1	5	-2	2%	-11%
COc1cccc(COC(=O)c2nn(-c3ccccc3)nc2N)c1	0.3%	9	27%	-184*	9%	0%	-16	-2	.	1%	-7%
Cc1cc(C)c(C)c(S(=O)(=O)NCCCN2CCOCC2)c1C	0.4%	1	-26%	10	3%	1%	-10	1	-21	4%	-1%
Cc1ccc(-c2nnn(CC(=O)N(Cc3ccc(F)cc3)C(C(=O)NC3CCCC3)c3ccncc3)n2)o1 (stereo not given)	0.5%	10	-3%	9	0%	0%	-10	-2	-4	1%	-15%
NS(=O)(=O)c1cccc2cccnc12	-0.3%	-5	-9%	-1	-1%	1%	8	0	20	-6%	-2%
Cc1ccc(C(=O)Nc2ccccc2C(=O)N2CCN(c3ccccc3)CC2)cc1	-0.2%	8	2%	-2	0%	-3%	-1	2	1	2%	-10%
Cc1ccc(NC2=NCC(=O)N2c2ccc3c(c2)OCCO3)c(C)c1	2.9%	1	-4%	3	0%	0%	-9	0	-6	-3%	0%

Rewritten with bars between the fields: entries from further up
smiles | B2AR arrestin | TRPV1 agonist | Menin-MLL TR inh | KCNH2 WT inh | USP2a inh | GALK inhibitor | Giardia kill | Coupling enz | KCNH2 3.1 inh | PKM2 act | CXXC DNA block
COC(=O)C(NS(=O)(=O)c1ccccc1Br)C(C)C (stereo not given) | 0.2% | 2 | 3% | 5 | -3% | 4% | 2&24 | 2&2 | -10 | -3% | 1%
O=S(=O)(NCCc1ccncc1)c1ccc(Br)cc1 | -0.4% | -2 | 1% | -3 | 1% | 0% | 8 | -1 | -9 | 1% | -2%
Cn1c(-c2ccc3c(c2)OCO3)c(C(=O)O)c(=O)c2ccccc21 | -1.7% | -2 | 10% | -4 | 2% | 2% | -1 | 5 | 19 | 7% | 24%

Source: PubChem (National Center for Advancing Translational Sciences (NCATS))
